From PubChem BioAssay
KCNQ1 act: potentiates or activates the human KCNQ1 potassium channel. P51787. CHO-K1 KCNQ1, thallium flux FluxOR fluorescence; stronger effect = higher value. B-score at 10 µM. hit rate 0.35% among 310,000. AID 2648;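 active = fluorescence ratio B-score, a plate-corrected score, at least three library SD, with initial intensity B-score within 5 SD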
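Schedule – 37 °C overnight plating, 90-min dark dye load, 20-min compound pretreatment · System – stable KCNQ1 CHO-K1 line · Probe or stimulus – thallium- and potassium-containing depolarizing buffer · Measured by – kinetic FluxOR fluorescence, 10 s baseline plus 110 s post-stimulus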
KCNK3 inh: human KCNK3 channel inhibition, primary screen; B-score at 10 µM; CHO-KCNK3 thallium flux, FluxOR fluorescence; stronger effect = lower value; O14649; hit rate 0.84% among 340,000;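 active = B-score under library mean minus 4 SD, starting fluorescence ratio at most library mean plus 5 SD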;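 note: more negative B-score means stronger inhibition of thallium flux through KCNK3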
Dyrk1A ADPGlo: Dyrk1A (rat) kinase inhibition | ADP-Glo luminescence, NFATc1 peptide | inhibition, % at 12.5 µM | hit rate 0.43% among 310,000; in the data active = inhibition above about 50%;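 note: plate controls were vehicle with enzyme for no effect and no enzyme for full effect; many of its hits are not listed in these tables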
ANO1 block: mouse TMEM16A channel inhibition, primary screen; Q8BHY3; HEK293 TMEM16A/YFP iodide influx fluorescence, ionomycin; normalized B-score (activity score, 25-100; higher = stronger inhibition) at 10 µM; hit rate 1.2% among 310,000;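 active = ratio plate-corrected score three or more library SD toward inhibition, starting fluorescence score within five deviations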;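 note: score derived from kinetic fluorescence span divided by baseline fluorescence per well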
HDAC3 inh: blocks human histone deacetylase 3; recombinant HDAC3, fluorogenic peptide/trypsin coupled, fluorescence; inhibition, % at 8.3 µM; hit rate 0.15% among 320,000; AID 2718; in the data active = inhibition above about 26%, passing the limit was not always enough; inconclusive = no clear call, values can overlap the other calls
hERG protect: compounds protecting human hERG from proarrhythmic drug block | Q12809 | CHO-hERG, FluxOR thallium flux, dofetilide IC70 present | activation (rescue from dofetilide block), less the hit threshold, % at 10 µM | hit rate 0.51% among 310,000;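 active = activation above the mean of controls blocked by dofetilide plus 5 SD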;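 note: thallium influx through hERG after potassium depolarization seen as dye fluorescence rise; in these data hits start at about 4.7%; inactives centre near -7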
ANO1 activ: activators or potentiators of mouse TMEM16A chloride channel. Q8BHY3. HEK293 TMEM16A/YFP-H148Q/I152L, iodide quench fluorescence; stronger effect = lower value. B-score at 10 µM. hit rate 0.3% among 340,000. AID 623877;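 active = fluorescence-ratio B-score plate-corrected deviation score at least 3 library SD below zero, with starting fluorescence score within 5 deviations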;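 note: channel opened by trigger with iodide after compound preincubation; score built on the fluorescence ratio of max minus min over baseline; more negative score means more quench and so TMEM16A activation or potentiation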
KCNK9 inh: inhibitors of human KCNK9 two-pore domain potassium channel; Q9NPC2; HEK293 KCNK9, FluxOR thallium flux fluorescence; stronger effect = lower value; B-score at 10 µM; hit rate 1.2% among 310,000; AID 488922;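 active = ratio B-score over 3 SD below the library mean, with starting fluorescence within 5 SD of its mean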;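 note: negative B-score means less thallium flux so channel inhibition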
TRPC4 agonist: TRPC4 (mouse) channel activation. HEK293 TRPC4beta/mu-opioid, Fluo4 calcium fluorescence; stronger effect = higher value. AID 2237. B-score at 10 µM. hit rate 0.49% among 310,000. Q9QUQ5;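 active = B-score above 5 SD of library B-scores, and initial fluorescence ratio not above library mean plus 5 SD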;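 note: positive B-score marks a calcium rise read as TRPC4 activation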
Target sequence (Q9QUQ5 whole entry, looked up): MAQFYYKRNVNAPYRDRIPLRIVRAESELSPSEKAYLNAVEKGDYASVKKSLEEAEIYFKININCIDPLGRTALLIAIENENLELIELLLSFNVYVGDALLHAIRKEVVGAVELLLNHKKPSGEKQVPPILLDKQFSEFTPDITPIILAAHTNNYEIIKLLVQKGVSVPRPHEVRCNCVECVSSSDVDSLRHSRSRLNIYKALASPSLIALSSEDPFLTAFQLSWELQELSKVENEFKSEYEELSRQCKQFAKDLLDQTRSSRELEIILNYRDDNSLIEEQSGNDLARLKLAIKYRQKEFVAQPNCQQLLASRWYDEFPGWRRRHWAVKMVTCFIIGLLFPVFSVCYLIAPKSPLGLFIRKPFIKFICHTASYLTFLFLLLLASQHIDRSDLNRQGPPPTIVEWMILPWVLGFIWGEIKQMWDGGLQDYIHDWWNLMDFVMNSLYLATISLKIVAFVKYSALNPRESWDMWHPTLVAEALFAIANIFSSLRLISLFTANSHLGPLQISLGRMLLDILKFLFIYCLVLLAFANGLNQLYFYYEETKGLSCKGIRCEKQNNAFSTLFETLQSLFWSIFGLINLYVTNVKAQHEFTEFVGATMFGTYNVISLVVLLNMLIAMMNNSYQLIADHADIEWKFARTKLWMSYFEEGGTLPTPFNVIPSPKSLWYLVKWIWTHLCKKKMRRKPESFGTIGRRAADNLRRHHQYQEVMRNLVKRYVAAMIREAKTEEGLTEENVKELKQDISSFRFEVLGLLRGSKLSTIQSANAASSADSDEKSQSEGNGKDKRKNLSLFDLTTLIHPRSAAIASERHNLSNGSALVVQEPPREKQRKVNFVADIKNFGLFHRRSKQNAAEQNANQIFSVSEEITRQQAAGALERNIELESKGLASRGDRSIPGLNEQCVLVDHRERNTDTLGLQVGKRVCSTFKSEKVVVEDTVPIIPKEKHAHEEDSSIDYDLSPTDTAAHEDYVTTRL
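system = HEK293 cells stably co-expressing mouse TRPC4beta and mu-opioid receptor | schedule = Fluo4 dye loading 45 min at room temperature, 110 s recording | measure = B-scored integrated calcium fluorescence ratio | signal = Fluo4 calcium-sensitive dye fluorescence, kinetic, 1 Hz baseline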
KCNQ1 inh: blocks the human KCNQ1 potassium channel; P51787; CHO-K1 KCNQ1, FluxOR thallium flux fluorescence; stronger effect = higher value; B-score at 10 µM; hit rate 1.3% among 310,000;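 active = compounds whose thallium flux B-score, printed positive for inhibition, exceeds three library SD while starting fluorescence stays within three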;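 note: channel opened by potassium depolarization with thallium stimulus after 20 min compound exposure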
TRPC4 potent: TRPC4 (mouse) allosteric potentiation; B-score at 10 µM; AID 2227; hit rate 0.42% among 310,000; HEK293 TRPC4beta/mu-opioid, DAMGO EC20, Fluo-4 Ca2+ flux; stronger effect = higher value;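 active = B-score of calcium response area above 5 SD of library B-scores, with initial fluorescence ratio within 5 SD of library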;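 note: B-score of integrated fluorescence ratio over time as area under calcium response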
An asterisk follows results filed as active; i = inactive; ? = inconclusive; . = no result given. The list is partial, so the mix of outcomes need not match the whole.

SMILES	KCNQ1 act	KCNK3 inh	Dyrk1A ADPGlo	ANO1 block	HDAC3 inh	hERG protect	ANO1 activ	KCNK9 inh	TRPC4 agonist	KCNQ1 inh	TRPC4 potent
O=C1NC2(CCCCC2)C(=O)N1/N=C/c1ccccc1Br	i	i	12	i	11	0	i	i	i	i	i
C=CCNC(=O)c1onc(CSc2ccccc2)c1C(=O)O	i	i	-1	i	5	-12	i	i	i	i	i
O=C(Nc1ccccc1C(=O)N1CCOCC1)C1CC(=O)N(c2ccc(F)cc2)C1 (configuration not stated)	i	i	-3	i	1	-13	i	i	i	i	i
CCOc1ccc(CCNC(=O)C2CC(=O)N(CCc3ccccc3)C2)cc1OCC (configuration not stated)	i	i	-1	i	8	-5	i	i	i	i	i
COC(=O)c1cc(NS(=O)(=O)c2ccc(C)c3ccccc23)ccc1N1CCOCC1	i	i	.	i	5	-6	i	i	i	i	i
Fc1ccc(-n2cnnn2)c(F)c1	i	i	-1	i	3	0	i	i	i	i	i
Cc1ccc(-c2ccc(=O)n(CC(=O)Nc3ccc4c(c3)OCCO4)n2)cc1	i	i	1	i	6	-20	i	i	i	i	i
CS(=O)(=O)N(Cc1ccc(C(=O)NC2CCCCC2O)cc1)c1ccccc1 (configuration not stated)	i	i	3	i	-5	-6	i	i	i	i	i
Cc1ccc(S(=O)(=O)N2CCN(CCC#N)CC2)cc1	i	i	.	i	2	3	i	i	i	i	i
COc1cccc(CC2(CO)CCCN(Cc3ccccc3-c3ccco3)C2)c1 (configuration not stated)	i	i	9	i	-8	-20	i	i	43*	i	i
COc1ccc(OC)c(NC(=O)C(=O)NNC(=O)C23CC4CC(CC(C4)C2)C3)c1	10*	i	-5	i	-5	65*	i	i	i	i	i
CCN(c1ccc(OC)cc1)S(=O)(=O)c1nnc(NC(=O)COc2ccc(C)cc2)s1	i	i	0	i	-4	-12	i	i	i	i	i
Cc1ccc(C(=O)/C=C/c2ccc3c(c2)OCCO3)c(O)c1	i	i	-2	i	4	-14	i	i	i	i	i
CCOc1ccc(-n2nnnc2SCC(=O)N2CCOCC2)cc1	i	i	8	i	-2	-7	i	i	i	i	i
CSc1nc2nc3c(cc2c(=O)n1-c1ccccc1)COC(C)(C)C3	i	i	-2	i	-7	-10	i	i	i	i	i
CCCCn1c(NC(=O)c2ccc(F)cc2)c(C#N)c2nc3ccccc3nc21	i	.	.	100*	-15	-14	.	i	i	6*	i
Cc1cc(C(=O)O)ccc1-n1c(C)cc(/C=C2\SC(=O)NC2=O)c1C	i	i	4	i	?	-11	i	i	i	i	i
NC(=O)CC(NC(=O)c1ccccc1)c1ccc(NC2CCC2)c([N+](=O)[O-])c1 (configuration not stated)	i	i	7	i	-2	-8	i	i	i	i	i
Cc1[nH]nc2ncc(C(=O)c3cc(F)ccc3O)cc12	i	i	8	i	-7	-11	i	i	i	i	i
Cc1ccccc1NC(=O)c1cccc(S(=O)(=O)N2CCCCC2)c1	i	i	-6	i	11	-3	i	i	i	i	i

Compound profiles (already shown):
Listed for `CS(=O)(=O)N(Cc1ccc(C(=O)NC2CCCCC2O)cc1)c1ccccc1` (configuration not stated) → KCNQ1 act = i; KCNK3 inh = i; Dyrk1A ADPGlo = 3; ANO1 block = i; HDAC3 inh = -5; hERG protect = -6; ANO1 activ = i; KCNK9 inh = i; TRPC4 agonist = i; KCNQ1 inh = i; TRPC4 potent = i
Listed for `COc1ccc(OC)c(NC(=O)C(=O)NNC(=O)C23CC4CC(CC(C4)C2)C3)c1` → KCNQ1 act = 10*; KCNK3 inh = i; Dyrk1A ADPGlo = -5; ANO1 block = i; HDAC3 inh = -5; hERG protect = 65*; ANO1 activ = i; KCNK9 inh = i; TRPC4 agonist = i; KCNQ1 inh = i; TRPC4 potent = i

Other entries.
SMILES	KCNQ1 act	KCNK3 inh	Dyrk1A ADPGlo	ANO1 block	HDAC3 inh	hERG protect	ANO1 activ	KCNK9 inh	TRPC4 agonist	KCNQ1 inh	TRPC4 potent
CCCN(CCC)C(=O)CC(c1ccccc1)c1ccc(C)cc1O (configuration not stated)	i	i	4	i	0	-17	i	i	i	i	i
Cc1ccc(C(O)Cn2nc(C)cc2C)cc1 (configuration not stated)	i	i	-15	i	7	-7	i	i	i	i	i
O=C(CN1CCC(C(=O)O)CC1)Nc1ccccc1Oc1ccccc1	i	i	.	i	-1	-14	i	i	i	i	i
CCOc1ccccc1OCC(=O)OCC(=O)Nc1ncc(Cl)cc1Cl	i	i	5	i	4	-3	i	i	i	i	i
CCOC(=O)c1ccc(N2C(=O)Cc3ccccc3C2=O)cc1	i	i	-3	i	-4	-7	i	i	i	i	i
COCCCNC(=S)N1CCN(C(=O)c2ccco2)CC1	i	i	2	i	-1	-6	i	i	i	i	i
COc1ccc(-n2cnnc2SCC(=O)Nc2cc(C(C)(C)C)nn2-c2ccccc2)cc1	i	i	-2	i	1	-10	i	i	i	i	i
O=[N+]([O-])c1cc(Br)c(O)c(/C=N/Nc2nnnn2-c2cccc3ccccc23)c1	i	i	36	100*	5	-36	i	i	i	7*	i
C/C(Cn1cnc([N+](=O)[O-])n1)=N\NC(=O)c1ccccc1	i	i	4	i	1	-8	i	i	i	i	i
O=C(CCN1C(=O)/C(=C/c2ccccc2Cl)SC1=S)NN1CCOCC1	i	i	-4	i	0	-3	i	i	i	i	i
COc1cc(/C=C(\C#N)C(=O)N2CCCCC2)ccc1O	i	i	3	i	-13	-3	i	i	i	i	i
O=C(Nc1ccc(Cl)cc1)NN1CC(=O)N(c2cccc(C(F)(F)F)c2)CC1=O	i	i	0	i	?	-6	i	i	i	i	i
O=C(Cc1c(O)c2ccccc2[nH]c1=O)NCc1cccc(F)c1	i	i	7	i	-7	-7	i	i	i	i	i
CCNC(=S)Nc1ccc(C)c(Cl)c1	i	i	1	i	-1	-4	i	i	i	i	i
COc1ccc(C(=O)Nc2ccc(S(=O)(=O)N3CCOCC3)cc2)cc1[N+](=O)[O-]	i	i	.	i	-3	-7	i	i	i	i	i
Cc1nc([N+](=O)[O-])c(N2CCOCC2)n1Cc1ccccc1	i	i	.	i	-4	-5	i	i	i	i	i
COCCNC(=O)c1onc(CSc2ccccc2F)c1C(=O)O	i	i	9	i	6	-12	i	i	i	i	i
O=C(NCCc1ccc(Cl)cc1)c1cccc(NC2=NC3CS(=O)(=O)CC3S2)c1 (configuration not stated)	i	i	5	i	0	-5	i	i	i	i	i
CN(C)CCCn1c(=S)[nH]c2sc3c(c2c1=O)CCCC3	i	i	8	i	1	-12	i	i	i	i	i
CC(/C=C/c1ccccc1)=N\NC(=O)Cn1nc(C)cc1C	i	i	14	i	3	-9	i	i	i	i	i
COc1ccc(-c2noc(CCC(=O)NCCc3cccc(C)c3)n2)cc1	i	i	0	i	-6	-10	i	i	i	i	i
O=C(NC1=NCCS1)c1ccc(Cl)c(S(=O)(=O)N2CCCCCC2)c1	i	i	3	i	1	-6	i	i	i	i	i
CC1(C)Cc2nc3sc4c(SCC(=O)NCc5ccccc5)ncnc4c3cc2CO1	i	i	6	i	-8	-12	i	i	i	i	i
OCC[C@H]1C[C@@H](O)[C@H](O)[C@@]2(CCCc3ccccc3O2)O1	.	i	11	i	1	.	i	.	.	.	.
CCOCCOCCC(C(=O)O)P(=O)(c1ccccc1)c1ccccc1 (configuration not stated)	i	i	4	i	-7	-11	i	i	i	i	i
CCc1[nH]nc(C(=O)N2CCCC(N3CCN(c4ccccc4C)CC3)C2)c1C (configuration not stated)	i	i	-2	i	2	-9	i	i	i	i	i
CC(C)C(OC(=O)c1nsc(Cl)c1Cl)C(=O)NCc1ccccc1 (configuration not stated)	i	i	-5	i	1	-4	i	i	i	i	i
CCCc1ncc(C(O)(c2ccccc2)c2ccccc2)n1C	i	i	1	i	8	-7	i	i	i	i	i
COc1ccc(/C=C2\Sc3ccc(C(=O)NCC4CCCO4)cc3N(C)C2=O)cc1 (configuration not stated)	i	i	-1	i	1	-6	i	i	i	i	i
COc1ccc(C2C(C(=O)c3ccco3)=C(O)C(=O)N2c2nnc(C)s2)cc1OC (configuration not stated)	i	i	1	i	6	-2	i	i	i	i	i
Cc1cccc(C(=O)NNC(=O)c2ccccc2C)c1	i	i	-1	i	1	-3	i	i	i	i	i
COc1cc(OC)cc(C(=O)O/N=C(\N)c2ccncc2)c1	i	i	2	i	0	-9	i	i	i	i	i
CCCOC(=O)Nc1cccc(C(C)=O)c1	i	i	9	i	-5	-6	i	i	i	i	i
COc1ccc(CC(=O)Nc2cc(C)ccn2)cc1OC	i	i	0	i	-6	-8	i	i	i	i	i
CCOc1cc(/C=N/NC(=O)C(=O)N2CCCC2)ccc1O	i	i	3	i	-3	-1	i	i	i	i	i
COCC(=O)NCc1nc2ccccc2[nH]1	i	i	-3	i	3	-3	i	i	i	i	i
COc1ccc2c(c1)c(C(=O)N/N=C/c1ccc(OC)c(OC)c1)c(C)n2C	i	i	-6	i	.	-3	i	i	i	i	i
Cc1cc(Nc2ccc([N+](=O)[O-])cc2)nc2ccccc12	i	i	0	i	3	-11	i	i	i	i	i
O=C(O)c1ccc(NC(=S)NC(=O)c2ccc(-c3ccc(Br)cc3)o2)cc1	i	i	25	i	-3	-8	i	i	i	i	i
CN1CCCC(OC(=O)c2ccc(C(C)(C)C)cc2)C1 (configuration not stated)	i	i	9	i	0	-1	i	i	i	i	i
COc1cccc(-c2[nH]nc3c2C(c2ccoc2)C(C#N)=C(N)O3)c1 (configuration not stated)	i	i	12	i	2	-17	i	i	i	i	i
COC(=O)CSc1nnc(-c2ccc(S(=O)(=O)NCc3ccccc3Cl)cc2)o1	i	i	0	i	3	-11	i	i	i	i	i
CCOC(=O)c1cnn(-c2nc(-c3ccccc3)nc3c2COC(C)(C)C3)c1N	i	i	-9	i	5	-6	i	i	i	i	i
CCOC(=O)N1CCC(NC(=O)c2cc(C(=O)Nc3ccc(OCC)cc3)ccc2CO)CC1	i	i	-2	i	-2	-5	i	i	i	i	i
CC(=O)OCCN(CCOC(C)=O)c1c(C)[nH]c(=O)[nH]c1=O	i	i	-9	i	.	-3	i	i	i	i	i
CCC(C)(C)C1CCC(=NNC(=S)Nc2ccccc2)CC1 (configuration not stated)	i	i	.	i	-2	-7	i	i	i	i	i
O=C(Nc1ccccc1Cl)Nc1ccnn1C1CCN(C(=O)c2cscn2)CC1	i	i	1	i	0	-9	i	i	i	i	i
CN1C[N+]([O-])=C(c2ccccc2)C1(C)C	i	i	38	i	2	-9	i	i	i	i	i
